# KDM5B inhibitor: Primary screen for KDM5B Histone Demethylases FDH-coupled qHTS | KDM5B demethylase, FDH-coupled NADH fluorescence (FDH is formaldehyde dehydrogenase) | Lysine-specific demethylase 5B (Homo sapiens), Q9UGL1 | Potency, µM (top dose mostly 57.7 µM), for inactives: at the top dose activity change, negative = inhibition, actives largely listed as inhibitors | actives 2.6% (n = 220,000); active = well fitted inhibition curve with a large enough effect; inconclusive = small, poorly fitted or top-dose-only effect; inactive = no such curve, though single readings can be large or run the other way; note: 0% is about no effect; nearly all actives have a fitted effect of over 70% in size
#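 KDM5BΔAP (200 nM final) in 50 mM HEPES pH 7.5, 0.01% Tween-20 was preincubated 10 min at RT with compound over a concentration range. Substrate mix (H3K4me3 12.5 µM, α-KG 25 µM, Fe²⁺, ascorbate, NAD⁺, FDH) was added, and NADH fluorescence change over 30 min gave dose-response curves.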
# Active calls of the source: *; ? = inconclusive; & = joins results of further samples; [ ] = dose if it differs, or a comment. Potency is the fitted concentration of half-maximal effect. Only part of the results is shown; rates above refer to the full screens.
cpd	KDM5B inhibitor	structure
1	?	O=C(c1ccccn1)N1CCC(Nc2cccnc2)C1 (stereo not drawn)
2	43%[activator]	CC(=O)N[C@@H]1[C@@H](NC(=O)c2cn[nH]n2)[C@H]2CCO[C@H]21
3	6%	CC(C)=CC(=O)NCCC[C@H](NC(=O)[C@@H]1[C@@H](NC(=O)Nc2ccc(F)cc2F)CCN1C(=O)C=C(C)C)C(N)=O
4	?	FC(F)(F)c1cccc(N2CCN(Cc3nnc(-c4ccc5c(c4)OCO5)o3)CC2)c1
5	-24%	COc1cccc(NC(=O)CSc2nc3c(oc4ccccc43)c(=O)n2Cc2ccco2)c1
6	?	COc1ccc(NC(=O)c2ccc3c(c2)OCCN(c2ccccc2)C3)c(F)c1
7	20%	COCCOCc1nc(C2CCN(C(=O)Nc3ccccc3)CC2)no1
8	-13%	COc1ccc(N2CCN(C(C)C(=O)N3CCc4ccccc43)CC2)cc1 (stereo not drawn)
9	0%	Cc1cccc(NC(=O)N2CCN(C(=O)c3nsc4ccccc34)CC2)c1C
10	2%	C[S+](=O)([O-])N1CCC2(CC1)C(=NC1CCCCC1)NC(=O)N2c1cccnc1
11	?	CC(C)Cn1c(N)c(-c2csc(NC(C)C)n2)c(=O)n(C)c1=O
12	-5%	CC1=C(C(=O)N2CC3CC(C2)[C@H]2CCCC(=O)N2C3)C2(CCCCC2)OC1=O (stereo partly drawn)
13	-18%	CCCn1nc(C)cc1CN(C)C(=O)c1ccc2c(c1)C(O)CCCCCN2CCOC (stereo not drawn)
14	14%	CC1CCN(c2nc(-c3ccc(Cl)cc3)nc3ccccc23)CC1
15	23%	CCNC(=O)N1CCN(Cc2c(C)noc2C)CC1
16	31%[86.2 µM]	Cc1cccc(OCC2(CNC(=O)c3cccc(F)c3)C[C@@H](O)[C@@H](O)C2)n1 (stereo partly drawn)
17	13%	Cc1cc(C(=O)NNc2cc(Cl)ccc2Cl)no1
18	23%	O=C(O)CNS(=O)(=O)c1ccc(Cl)c(Cl)c1
19	13%	Cc1ccc(-n2nc(-c3ccc(F)cc3)c3cnc4cc5c(cc4c32)OCO5)cc1C
20	-12%	O=C(COCc1nnc(C(=O)Nc2cccc(F)c2)s1)NCCc1ccco1
21	-26%[86.2 µM]	COc1ccc(Nc2cc3c(cn2)CN(C)CCN3)cc1OC
22	-19%	CCOCCn1c(=O)n(CCn2cc(Cl)cn2)c2cc(C(=O)O)cnc21
23	2%&20%	Cn1c(=O)oc2cc(S(=O)(=O)Nc3ccc(C(=O)O)cc3)ccc21
24	18%	Nc1ccccc1SC1=CS(=O)(=O)c2ccccc21
25	13%	COc1ccc(NC(=O)C(CCSC)NC(=O)C2CCC(C)CC2)cc1OC (stereo not drawn)
26	8%	Cc1ccc2nc(C)c(C(=O)N3CCN(C(=O)c4ccccc4)CC3)cc2c1
27	-26%	Cc1cc(N2CCC3(CC2)C(C(=O)O)CC(=O)N3C)ccn1 (stereo not drawn)
28	35%	CC(=O)Nc1nnc(SCC(=O)Nc2ccc(N3CCOCC3)c(Cl)c2)s1
29	?	COc1cccc(NC(=O)Cn2c(=O)c3cccn3c3ccc(F)cc32)c1
30	10%	COc1ccc(-c2noc(CN3CCC(C(=O)Nc4ccc(-c5ccno5)cc4)CC3)n2)cc1OC
31	?	C[C@@H](NC(=O)C1=C[C@@H](NC(=O)Cc2cccs2)[C@@H](O)[C@H](O)C1)C(N)=O
32	5%	COc1ccc(CC(=O)OCC(=O)c2ccc3c(c2)OCCCO3)cc1
33	22%	O=C(O)CCC(CC(=O)O)C(=O)O (stereo not drawn)
34	12%	CC1=C(C(=O)N2CCOCC2)C(c2c(F)cccc2F)NC(=O)N1Cc1ccccc1 (stereo not drawn)
35	-9%	CCCNC(=O)N(C1CCOCC1)C1CCN(C(=O)c2nn(C)c3ccccc23)CC1
36	15%	C[S+](=O)([O-])N1Cc2ccccc2CC12CN(C(=O)c1ccccc1F)C2
37	7%	O=C(CC1COCCN1C(=O)c1ccc2nccnc2c1)N1CCCC1 (stereo not drawn)
38	9%	CN1CCN(C(=O)c2cnn(-c3cccc(Cl)c3)c2C2CCN(C(=O)OC(C)(C)C)CC2)CC1
39	2%	c1ccc(Nc2nc(-c3ccccc3)ns2)cc1
40	?	CCCc1nn(-c2cccc(F)c2)c(OC(C)=O)c1-c1ccc(NC(C)=O)cc1
41	0%	CCCn1c(=O)c2ccccc2n2c(SC(C)C(N)=O)nnc12 (stereo not drawn)
42	?	CN(C)c1ccc(NC(=O)Cn2nc3n(c2=O)CCCC3)cc1
43	0%	CC(=O)Nc1cccc(-c2csc(Nc3ccccc3C)n2)c1
44	-16%	Cc1cccc(NC(=O)Cn2c(=O)n(Cc3ccc4c(c3)OCO4)c(=O)c3oc4ccccc4c32)c1C
45	19%	CCCNc1c(NC(=O)Nc2ccc(C)cc2)c(=O)oc2ccccc12
46	14%	CCCNC(=O)C12CCCC=C1N(CC)C(=O)CC2 (stereo not drawn)
47	?	CCN(CC)c1ccc(NC(=O)CN2CCN(S(=O)(=O)c3cc(Cl)ccc3OC)CC2)cc1
48	21%	CCOC(=O)c1cc(OC(C)C(=O)NC(C)c2ccccc2)cc(C(=O)OCC)c1 (stereo not drawn)
49	8%	Cc1ccc(NS(=O)(=O)c2ccc(Cl)cc2)cc1S(=O)(=O)N(C)C
50	28µM*	Cc1ccc(NC(=O)c2cc3n(n2)CC(c2ccc(Cl)cc2)OC3)cc1F (stereo not drawn)
51	?	Cc1noc(Cn2c(=O)c3cc4c(cc3n(CC(=O)Nc3ccc(C(C)C)cc3)c2=O)OCO4)n1
52	19%	Cc1ccc(OCC(O)Cn2nc(-c3ccco3)oc2=O)cc1 (stereo not drawn)
53	-10%&8%	Cc1ccc2cccc(NC(=O)COc3cc(C)c(Cl)c(C)c3)c2n1
54	-22%	O=C(COC(=O)Cc1cccc2ccccc12)Nc1ccc(Cl)cc1
55	-6%	CCN(CC)S(=O)(=O)c1cc(NC(=O)COC(=O)c2cc(C)nc3ccccc23)ccc1C
56	-24%	O=[S+]1([O-])CCCN1C1CCN([S+](=O)([O-])c2cccc(C(F)(F)F)c2)CC1
57	19%	Cc1nc(-c2cccnc2)ncc1C(=O)N1CC[C@](C)(O)C(C)(C)C1
58	16%	O=C(NCc1ccc(F)cc1)Nc1c(NC2CCCCC2)c2ccccc2oc1=O
59	12%[11.5 µM]	CCc1cc(C(=O)NCc2ccccc2)no1
60	4%	Cc1ccc(-c2nc3ccccc3c(=O)n2-c2c(C)n(C)n(-c3ccccc3)c2=O)cc1

# 4 of these compounds, set out differently.
31: C[C@@H](NC(=O)C1=C[C@@H](NC(=O)Cc2cccs2)[C@@H](O)[C@H](O)C1)C(N)=O
  KDM5B inhibitor = ?
36: C[S+](=O)([O-])N1Cc2ccccc2CC12CN(C(=O)c1ccccc1F)C2
  KDM5B inhibitor = 15%
43: CC(=O)Nc1cccc(-c2csc(Nc3ccccc3C)n2)c1
  KDM5B inhibitor = 0%
53: Cc1ccc2cccc(NC(=O)COc3cc(C)c(Cl)c(C)c3)c2n1
  KDM5B inhibitor = -10%&8%

# Other compounds.
cpd	KDM5B inhibitor	structure
61	8%	COCc1noc([C@@H]2CC(F)(F)CN2C(=O)c2c(C)noc2C)n1
62	7%	CC(NC(=O)c1cccc2ccccc12)C1CC2CCC1C2 (stereo not drawn)
63	-25%[86.2 µM]	O=C(Cc1c[nH]c2ncc(-c3cccnc3)cc12)NC1CCOCC1
64	-22%	COc1ccc(S(=O)(=O)N2C[C@@H](F)C[C@H]2C(=O)N2CCc3ccccc3C2)cc1
65	?	CNc1cc(C(=O)NCc2cccnc2N(C)Cc2ccccc2)ccn1
66	-19%	Cc1occc1C(=O)NC1CCc2nn(C)c(=O)n2CC1 (stereo not drawn)
67	?	Cc1ccc(-c2nc3n(n2)C(c2ccccc2C)C=C(c2ccc(Cl)cc2)N3)cc1 (stereo not drawn)
68	35%[activator]	O=C(c1cc2sccc2[nH]1)N1CCCn2nc(C(O)CO)cc2C1 (stereo not drawn)
69	-18%	CC(C)(C)c1ccc(Cn2nnc3c(=O)[nH]c(C4CCCN(C(=O)c5ccco5)C4)nc32)cc1 (stereo not drawn)
70	-9%	O=C1Nc2ccccc2CC12CCCCN2Cc1ccc(OC(F)(F)F)cc1 (stereo not drawn)
71	-2%	Cc1nn(C)c(NC(=O)Nc2ccccc2)c1C1=CCCCC1
72	4%	Cc1n[nH]c(C)c1S(=O)(=O)N(CC(=O)NC(C)c1ccccc1)c1ccc(C(C)C)cc1 (stereo not drawn)
73	?	O=C(Nc1ccc(F)cc1)Nc1cccc(-c2ccc(N3CCOCC3)nn2)c1
74	-5%	O=C(c1ccc(S(=O)(=O)N2CCCC2)cc1)N1CCN(c2ccccc2F)CC1
75	-18%	Cc1onc(-c2ccccc2Cl)c1C(=O)N1CCCC1
76	4%	O=C1NCCOCCN(S(=O)(=O)c2ccccc2)[C@H]2CCC[C@@H]12
77	24%	COc1cc(N2C[C@H]3OC(=O)N(Cc4ccccc4OC)[C@H]3C2)ncn1
78	-13%	O=C(O)c1ccc(CN2CC(CNC(=O)c3ccccc3)C3(C2)CN(c2ccccc2)C3)cc1 (stereo not drawn)
79	?	COc1ccc(C(=O)NC2CCN(c3cc(-c4ccc(Cl)cc4)[nH]n3)CC2)cc1
80	-12%	COCc1nc(CCNC(=O)NCCc2ccccc2)no1
81	?	CN1c2ccccc2-c2nc(SCC(=O)Nc3ccccc3Br)ncc2S1(=O)=O
82	3%	CC(NNC(=O)C(O)(c1ccccc1)c1ccccc1)c1ccccc1 (stereo not drawn)
83	-3%	O=C(NC1CC(=O)N(c2ccc(F)cc2)C1)c1ccc2c(c1)OCO2 (stereo not drawn)
84	32µM*	COc1cc(F)cc(-c2cccc(CCOc3cnc4c(ccn4CC(=O)O)c3)c2)c1
85	-2%	Cc1ccc(-c2cn3nc(N4CCCC(C(=O)NCc5ccc(F)cc5)C4)sc3n2)cc1 (stereo not drawn)
86	13%	CC1CCc2c(sc(NC(=O)c3cc4nc(-c5ccc(Cl)cc5)cc(C(F)(F)F)n4n3)c2C#N)C1 (stereo not drawn)
87	?	C=CCN1[C@@H](Cc2ccccc2)COc2cccc(N3CCCC3)c2S1(=O)=O
88	10%	O=C(N/N=C/c1cc(Cl)ccc1OCCCOc1ccccc1Cl)c1ccccc1
89	28µM*	O=C(c1cc(-c2ccc(F)cc2)nc2ccccc12)N1CCC(c2nc(C3CCOCC3)no2)C1 (stereo not drawn)
90	8%	CCN(CC)S(=O)(=O)c1ccc(C)c(NC(=O)COC(=O)C=C(C)C)c1
91	2%	CCN(C(=O)c1cccn(Cc2ccccc2C)c1=O)c1ccccc1
92	14%	CCOCCCNS(=O)(=O)c1cccc2cc(C)cnc12
93	22%	O=C(NC1CCCC1)c1cc(-c2ccc(F)cc2)on1
94	19%	CCC(CO)NS(=O)(=O)c1ccc(Cl)c(Cl)c1 (stereo not drawn)
95	-1%	Cn1c(N)c(C(=O)COC(=O)c2cc(-c3ccc(F)cc3)nc3ccccc23)c(=O)n(C)c1=O
96	-4%	CCOc1cccc(CNC(=O)C2CCN(c3cc(C(F)(F)F)ncn3)CC2)c1
97	-9%	CCn1cc2nc(SCc3ccc(C)cc3)n(CCc3ccccc3)c(=O)c2n1
98	-14%	CCN1C(=O)CCC2(C(=O)Nc3ccc(OC)cc3OC)CCCC=C12 (stereo not drawn)
99	5%	CCCOc1ccc(NC(=O)C(C)Oc2ccccc2OC)c2cccnc12 (stereo not drawn)
100	-25%	Cc1ccccc1CSc1nc2c(sc3ccccc32)c(=O)n1CCCOC(C)C
101	?	CN1c2ccc(Cl)cc2-c2nc(SCC(=O)NCc3ccccc3)ncc2S1(=O)=O
102	40µM*	COc1ccc(-c2cc(-c3ccncc3)cn3cncc23)cc1
103	-1%	CCCCCCCCSc1ccc(C(C)=O)cc1
104	-29%[86.2 µM]	COc1ccccc1C(=O)NC[C@H]1Cn2c(-c3ccc(Cl)cc3)cnc2CO1
105	11%	Cc1cnc(C(=O)N2CCN(S(=O)(=O)c3cc(C(F)(F)F)cc(C(F)(F)F)c3)CC2)cn1
106	25%	Cc1ccc(NC(=O)[C@H](Cc2ccccc2)n2cnnn2)cc1
107	-17%	CCOC(=O)c1scc(-c2ccc(C)cc2)c1S(=O)(=O)N1CCN(c2ccccc2F)CC1
108	-22%	Cc1ccc(C2Cn3cnc(C(=O)N4CCC(C(=O)NCc5ccccc5)CC4)c3CO2)cc1 (stereo not drawn)
109	2%	O[C@H]1CC[C@@H](Cc2cc(-c3ccccn3)on2)O[C@@H]1CN(Cc1ccccc1)Cc1ccccc1
110	-14%	Cc1cccc(CN2CCCC(O)(CN3CCOCC3)C2=O)c1 (stereo not drawn)
111	16%	Cc1cccc(NC(=O)NCc2nc(-c3ccccc3)oc2C)c1C
112	?	CCCn1ccc2c(OCC(=O)Nc3ccc(F)cc3F)cccc2c1=O
113	?	COc1ccc(-c2cn3c(n2)N(C(=O)c2cccs2)CCC3)cc1
114	25%	CCn1ncc(C(=O)N2C[C@@H](COC)[C@H](c3nc(C)no3)C2)c1C
115	?	CCCOc1ccc(-c2cc(C(F)(F)F)c(C#N)c(SCCC(=O)O)n2)cc1

# Some of the entries so far, as tab-separated lines:
no.	Molecule	KDM5B inhibitor
8	COc1ccc(N2CCN(C(C)C(=O)N3CCc4ccccc43)CC2)cc1 (stereo not drawn)	-13%
9	Cc1cccc(NC(=O)N2CCN(C(=O)c3nsc4ccccc34)CC2)c1C	0%
10	C[S+](=O)([O-])N1CCC2(CC1)C(=NC1CCCCC1)NC(=O)N2c1cccnc1	2%
11	CC(C)Cn1c(N)c(-c2csc(NC(C)C)n2)c(=O)n(C)c1=O	?
12	CC1=C(C(=O)N2CC3CC(C2)[C@H]2CCCC(=O)N2C3)C2(CCCCC2)OC1=O (stereo partly drawn)	-5%

# Bioassay records from PubChem BioAssay.
